DRD3 agonist = D3 dopamine receptor (human) agonism; P35462; D3R DiscoveRx beta-arrestin cells, luminescence, 90 min; max activation, %; 0.58% of 410,000 active; in the data active means max activation above about 30%; further: 0% is about no effect; mostly tested at two doses, the higher about 12 µM
Target sequence (P35462 whole entry, looked up): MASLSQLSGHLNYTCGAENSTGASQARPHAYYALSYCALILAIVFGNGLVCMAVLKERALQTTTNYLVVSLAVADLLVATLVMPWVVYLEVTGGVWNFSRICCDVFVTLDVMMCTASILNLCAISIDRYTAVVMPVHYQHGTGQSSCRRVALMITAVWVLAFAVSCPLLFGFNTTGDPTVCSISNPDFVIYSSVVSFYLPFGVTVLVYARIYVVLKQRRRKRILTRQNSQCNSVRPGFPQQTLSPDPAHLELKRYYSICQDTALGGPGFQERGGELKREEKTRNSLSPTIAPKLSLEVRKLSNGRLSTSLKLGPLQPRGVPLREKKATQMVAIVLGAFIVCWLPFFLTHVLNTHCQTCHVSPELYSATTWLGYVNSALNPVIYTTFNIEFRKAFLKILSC
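Cells at 1500/well, incubated overnight, then treated with pinned compounds (dopamine as control) for 90 min at 37 degrees C. DiscoveRx reagent added for 30 - 60 minutes at room temperature; luminescence read.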
SW480 rereplic = DNA re-replication induction in SW480 cells. SW480 DNA re-replication, Hoechst DNA content imaging, 48 h. Potency, µM (titrated, usually from 46.1 µM), for the others: top-dose re-replication activation, usual class: activators. 1.8% of 340,000 active. AID 624297; further: potency means the concentration at half of the fitted maximal effect; % of control where 0% means no effect; nearly all actives have a fitted effect of over 55% in size
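Image-based DNA-content assay: after two days of treatment, nuclei were labelled with the DNA dye Hoechst and imaged, and hits were compounds raising the count of nuclei showing high fluorescence intensity.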
IL1B secr inh = inhibitors of inflammasome signaling (IL-1 beta secretion) | THP-1 LPS/ATP IL-1B secretion, AlphaLISA, 16 h; hits give low values | activity change, % at 57.5 µM | 4.7% of 360,000 active; in the data active means activity change below about -50%; inconclusive means mostly about -30% to -49%; further: on the % scale 0 is the no-effect control and ±100 the full control effect
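THP-1 cells pretreated 1 hr with compounds (up to 57.5 uM final), then stimulated with LPS (250 ng/mL final) plus ATP (1.25 mM final); secreted IL-1B measured by AlphaLISA after 16 hr, decreased signal indicating inhibition.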
D3 antag = blocks the human D3 dopamine receptor | D3R cells, DiscoveRx beta-arrestin luminescence, antagonist mode; hits give low values | max response, negative = inhibition, % | 2.5% of 360,000 active | AID 652054; in the data active means max response below about -50%; inconclusive means no clear call, values can overlap the other calls; further: on the % scale 0 is the no-effect control and ±100 the full control effect; mostly tested at two doses, the higher about 12 µM
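Cells plated overnight at 1500 cells/well, then exposed to library compounds with dopamine controls for 90 minutes at 37 degrees C. DiscoveRx reagent added for 30–60 minutes at room temperature; luminescence read, quantitative HTS format.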
KB-3-1 cytotox = kills parental KB-3-1 adenocarcinoma cells. KB-3-1 viability, CellTiter-Glo ATP luminescence, 72 h. Potency, µM (series often up to 46.1 µM), for inactives: top-dose activity change, negative = cytotoxic, hits mostly cytotoxic. 1.4% of 400,000 active. AID 1347075; further: potency means the concentration at half of the fitted maximal effect; on the % scale 0 is the no-effect control and ±100 the full control effect; nearly all actives have a fitted effect of over 60% in size
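KB-3-1 parental drug-naive adenocarcinoma cells in DMEM/10% FBS, incubated 72 h at 37 C with pin-transferred compounds across a concentration series. Viability by CellTiter-Glo luminescence; concentration-response curves fitted after normalization.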
HT1080 IDH1KD tx = HT-1080 IDH1 knockdown cell toxicity (counter line) | HT-1080 IDH1 knockdown viability, ATP luminescence, 48 h | Potency, µM (top dose mostly 46.1 µM), for the others: at the top dose activity, negative = toxicity, hits mostly cytotoxic | 2% of 360,000 active | AID 686971;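 further: potency means the concentration at half of the fitted maximal effect; 0% = DMSO wells and -100% = cell-free medium wells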
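In this qHTS, HT-1080 cells depleted of IDH1 are exposed for 48 h at 37 °C to compound titrations. Toxicity is scored from CellTiter-Glo luminescence, with DMSO as full viability and medium alone as none.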
KB-V1 MDR tox = kills drug-selected multidrug resistant KB-V1 cells; KB-V1 MDR cells viability, CellTiter-Glo, 72 h; Potency, µM (series often up to 46.1 µM), without a hit: top-dose activity change, negative = cytotoxicity, most hits filed as cytotoxic; 3.4% of 400,000 active; AID 1347076; further: potency means the concentration at half of the fitted maximal effect; on the % scale 0 is the no-effect control and ±100 the full control effect; nearly all actives have a fitted effect of over 60% in size
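Compound-treated KB-V1 multidrug-resistant cells, 72 h, 37 degrees C; viability by CellTiter-Glo. Fitted qHTS curves give the values.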
GLP-1R agonist = activates the human GLP-1 receptor; HEK293 GLP-1R CRE-luciferase, luminescence, 4-6 h; cells express a hypersensitive GLP-1R form; Potency, µM (titrated, usually from 45.6 µM), without a hit: at the highest dose activation, usual class: activators; 0.007% of 380,000 active; further: potency means the concentration at half of the fitted maximal effect; % of control where 0% means no effect
Target sequence (P43220 whole entry, looked up): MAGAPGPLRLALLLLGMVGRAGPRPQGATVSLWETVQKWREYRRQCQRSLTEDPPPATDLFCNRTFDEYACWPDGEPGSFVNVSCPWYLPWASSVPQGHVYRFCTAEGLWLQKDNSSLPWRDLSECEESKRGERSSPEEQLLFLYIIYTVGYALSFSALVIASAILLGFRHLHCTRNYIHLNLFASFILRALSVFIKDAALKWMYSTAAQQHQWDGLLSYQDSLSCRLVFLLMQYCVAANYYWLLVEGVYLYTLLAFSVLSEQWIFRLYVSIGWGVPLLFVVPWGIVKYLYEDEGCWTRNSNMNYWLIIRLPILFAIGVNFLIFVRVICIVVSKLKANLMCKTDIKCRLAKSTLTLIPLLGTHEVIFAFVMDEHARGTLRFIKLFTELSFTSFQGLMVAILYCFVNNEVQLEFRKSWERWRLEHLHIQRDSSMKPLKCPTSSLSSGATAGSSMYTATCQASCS
HT1080-NT tox = kills 2HG-producing HT-1080-NT fibrosarcoma cells; AID 686970; HT-1080-NT fibrosarcoma viability, CellTiter-Glo ATP luminescence, 48 h; Potency, µM (titrated, usually from 46.1 µM), for inactives: at the highest dose activity, negative = less viability, hits mostly cytotoxic; 1.6% of 360,000 active;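 further: NT is the 2HG producing partner of a matched IDH1 knockdown line; potency means the concentration at half of the fitted maximal effect; 0% = DMSO-treated cells and -100% = media-only wells without cells; nearly all actives have a fitted effect of over 55% in size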
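Compounds were tested in concentration-response format on HT-1080-NT cells for 48 hours at 37 degrees C. Cell viability came from CellTiter-Glo luminescence; curves were classified by r2, response magnitude and activity.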
Active calls of the source: *; i = inactive; u = inconclusive; x = no result given; & = joins results of further samples; [ ] = another dose, or the depositor's remark. Unless noted, the call rests on the fitted dose curve; in most records, active means well fitted curve in the direction sought with a large enough effect; inconclusive means small, poorly fitted or top-dose-only effect, or another doubt; inactive means no such curve, though single readings can be large; an effect the other way counts as inactive or inconclusive.

Start of the listing, in advance:
canonical_smiles	DRD3 agonist	SW480 rereplic	IL1B secr inh	D3 antag	KB-3-1 cytotox	HT1080 IDH1KD tx	KB-V1 MDR tox	GLP-1R agonist	HT1080-NT tox
Cc1nnc(SCC2=C(C(=O)O)N3C(=O)C(NC(=O)COc4ccc(F)cc4)C3SC2)s1 (stereo not given)	-2	-3%	-7	u	0%	1%	1%	-19%	6%
Cc1cc(Cl)ccc1OCC(=O)Nc1cccc(S(=O)(=O)N2CCCC2)c1	2	-2%	-22	4	-2%	-9%	-9%	13%	-1%
Cc1ccc(NC(=O)NCc2ccc3c(c2)OCO3)cc1	-2	-7%	-5	9	15%	-27%	9%	-11%	-3%

The whole of this part, from the start:
canonical_smiles	DRD3 agonist	SW480 rereplic	IL1B secr inh	D3 antag	KB-3-1 cytotox	HT1080 IDH1KD tx	KB-V1 MDR tox	GLP-1R agonist	HT1080-NT tox
Cc1nnc(SCC2=C(C(=O)O)N3C(=O)C(NC(=O)COc4ccc(F)cc4)C3SC2)s1 (stereo not given)	-2	-3%	-7	u	0%	1%	1%	-19%	6%
Cc1cc(Cl)ccc1OCC(=O)Nc1cccc(S(=O)(=O)N2CCCC2)c1	2	-2%	-22	4	-2%	-9%	-9%	13%	-1%
Cc1ccc(NC(=O)NCc2ccc3c(c2)OCO3)cc1	-2	-7%	-5	9	15%	-27%	9%	-11%	-3%
Cn1ncc2c1ncn1nc(CCc3ccccc3)nc21	11	-18%	-8	16	9%	8%	-6%	-5%	5%
CCCc1cc(=O)[nH]c(SCCN2C(=O)c3ccccc3C2=O)n1	-2	-15%	56	17	-11%	5%	23%	1%	3%
CC(=O)NC(c1ccccc1)c1nc(-c2cccc(C#N)c2)cs1 (stereo not given)	-6	x	-25	0	0%	1%	-2%	17%	0%
O=C(Nc1ccnn1C1CCN(C(=O)c2ccc(F)c(Cl)c2)CC1)C1CC1	4	-1%	20	11	8%	1%	2%	-3%	11%
Cc1cc(OCCCC(=O)NC2=NCCS2)ccc1Cl	5	-19%	-9	4	6%	-4%	4%	-2%	-5%
CC(=O)Nc1ccc(S(=O)(=O)Nc2nc(-c3ccc(C(C)(C)C)cc3)cs2)cc1	-3	-5%	1	-18	7%	11%	u	-15%	2%
Cc1ccc(N(C(=O)Nc2ccccc2)C2=NCCC2)cc1	-4	9%	-29	-6	-22%	27%	u	18%	7%
O=C(Nc1ccc(C(=O)NCC2CCN(Cc3ccccc3F)CC2)cc1)C1=CSCCO1	-10	-23%	3	-21	-10%	-2%	-5%	-8%	-3%
COc1ccc(NC(=S)NC2CCCCC2)c(OC)c1	-6	1%	-7	u	u	7%	-19%	4%	11%
O=C(Cn1ncc2c1-c1ccccc1OC2)Nc1ccc(Cl)cn1	-7	-10%	3	-2	-3%	-2%	-18%	-1%	14%
COC(=O)c1ccc(NC(=O)Cn2c(-c3nonc3N)nc3ccccc32)cc1	-4&-5	10%	-6	-30	9%&-7%	-13%	11%&6%	-4%	-6%
O=C(NCc1ccccn1)c1cccc(S(=O)(=O)Nc2ccc(SC(F)F)cc2)c1	5	-5%	11	4	-9%	-12%	-21%	-5%	1%
COc1cccc(-c2cc(C(=O)Nc3cc(C)n(Cc4ccc(Cl)cc4)n3)no2)c1	28	u	u	31	0%	-28%	u	-7%	u
Cc1cccc(NC(=O)CCC2CCN(C(=O)C3CC=CCC3)CC2)c1 (stereo not given)	-4	u	i	-27	-18%	12%	u	-8%	-5%
CC1=CC(C)(C)NC(=S)N1c1cccc(Cl)c1	7	0%	19	3	-4%	0%	8%	13%	-2%
COc1ccccc1CC(=O)N1CCN(S(=O)(=O)c2cccs2)CC1	-10	-31%[inhibitor]	i	-10	24%	-12%	u	13%	0%
CC(=O)/C(=N/Nc1ccccc1Cl)Sc1nnc(C(O)c2ccccc2)n1-c1ccccc1 (stereo not given)	5	1%	-8	12	2%	0%	16µM*	1%	-1%
CCN(CC)CCNC(=O)c1c(C)n(-c2ccccc2)c2cc(Br)c(OC)cc12	-2	24%	u	-65*	u	16µM*	-28%	-18%	u
O=C1SCC(c2ccc(Cl)cc2Cl)=NN1Cc1nnc(-c2ccccc2)o1	-2	-76%[inhibitor]	5	u	3%	7%	u	0%	0%
S=C(NC1CCCCC1)N(CCc1ccccc1)CCc1ccccc1	-1	17%	-28	-11	-22%	-6%	-1%	-3%	-13%
Cc1nccn1CC(=O)N/N=C/c1cccs1	-2	-12%	20	-14	-12%	0%	9%	-3%	-3%
Cc1ccc(SCC(=O)OCC(=O)N(CC(C)C)c2c(N)n(Cc3ccccc3)c(=O)[nH]c2=O)c(C)c1	-4	u	-8	-29	-2%	23µM*	0%	0%	u
CC(C)NC(=O)C(c1ccc(F)cc1)N(Cc1ccco1)C(=O)CCC(=O)Nc1ccccn1 (stereo not given)	-8	-13%	-8	-20	1%	0%	-11%	5%	8%
COc1ccc(-c2csc(NC(C)=O)n2)cc1OC	1	-19%	u	9	18%	-3%	9%	4%	1%
Cc1ccccc1C(=O)NCCN=C1NS(=O)(=O)c2ccccc21	1	-17%	1	24	18%	2%	6%	7%	-2%
Cc1c(Cl)cccc1NC(=O)CN1C(=O)c2ccccc2Sc2ncccc21	-13	x	x	x	-1%	x	0%	-1%	x
Cc1cc(C)cc(OCC(=O)O/N=C(\N)c2cccnc2)c1	16	2%	-10	4	9%	0%	-21%	14%	u
O=C(CSc1nc2ncccc2[nH]1)Nc1ccccc1-c1ccccc1	8	-9%	11	-2	-3%	-7%	2%	3%	3%
COc1ccc(CCNC(=O)Cn2ccc3c(OC)cccc3c2=O)cc1OC	4	-3%	12	7	-2%	6%	0%	8%	4%
CCOc1ccc(=O)n(-c2ccccc2)n1	5	-12%	7	11	-3%	14%	-6%	0%	20%
CCOC(=O)c1c(C)[nH]c(C(=O)NNC(=O)c2ccc(C(C)(C)C)cc2)c1C	-4	2%	7	13	8%	-1%	-18%	0%	10%
O=C1NC(=O)C(=CC=Cc2ccccc2)S1	0	x	-17	-12	-10%	u	-1%	5%	u
O=C(C1CC1)N1CCc2cc(Br)cc(S(=O)(=O)N3CCOCC3)c21	6	-4%	-5	54	5%	2%	-11%	6%	4%
CC(C)CNC(=O)CSc1nc(-c2cccs2)cc(C(F)(F)F)n1	4	4%	-1	2	-2%	-7%	0%	-2%	-4%
Cc1ccc(CS(=O)(=O)Cc2ccc(C(=O)NCc3cccnc3)o2)cc1	-3	21%	24	-16	-9%	-8%	-13%	-2%	-10%
Cc1nc2sccn2c(=O)c1S(=O)(=O)NCCc1ccccc1	-3	4%	20	u	4%	0%	14%	-5%	-10%
CCOC(=O)c1c(N)nn(C(=O)c2ccccc2F)c1-c1ccc(OC)cc1	6	-2%	24	2	26%	-10%	-2%	7%	-17%
CCC(C)NS(=O)(=O)c1ccc(OCC(=O)NCc2ccccn2)cc1 (stereo not given)	5	-19%	10	23	4%	11%	-7%	0%	29%
Clc1ccc(-c2c[n+]3c(n2-c2ccccc2)SCC3)cc1	-6	-1%	u	0	15µM*	-2%	15%	1%	-13%
CNC(=S)NNC(=O)c1sccc1OCc1ccc(C)cc1	1	2%	7	-2	0%	11%	-11%	-4%	3%
O=C(/C=C/c1ccccc1)COC(=O)c1ccccc1	-16	u	-8	-28	2%	u	-12%	-1%	u
CCCCC(CC)CNC(=O)CN1C(=O)NC2(CCc3ccccc32)C1=O (stereo not given)	0	-1%	-3	0	-10%	-25%	-27%	0%	-15%
CC(CC(=O)O)NCC1COc2ccccc2O1 (stereo not given)	-16	4%	-6	15	3%	8%	17%	6%	8%
COCCNC(=S)N(Cc1cccs1)Cc1cc2cccc(C)c2[nH]c1=O	-7	-2%	-56*	-3	1%	-15%	-13%	18%	-18%
CC1CCC(N2CCN(S(C)(=O)=O)CC2)CC1 (stereo not given)	4	1%	0	u	-3%	2%	-13%	-6%	1%
CN1CCN(C(=O)CSc2nc(-c3ccncc3)ccc2C#N)CC1	6	-5%	-61*	0	2%	0%	-7%	11%	2%
CCOC(=O)C1=C(C)NC(=O)NC1c1ccc(N(C)C)cc1 (stereo not given)	-3	-8%	1	-6	12%	-1%	18%	6%	-2%
O=C(CN(Cc1ccco1)C(=O)c1ccccc1F)Nc1ccccc1C(F)(F)F	-5	u	-3	-21	-15%	-2%	-5%	-7%	-1%[9.24 µM]
[O-][n+]1c2cc(C(F)(F)F)ccc2c2n1CCN=C2c1ccc(Cl)cc1	-11	-6%	16	-6	u	-3%	7%	20%	8%
O=C(Cc1ccc(Cl)c(Cl)c1)Nc1ccccc1N1CCCC1	7	34%	14	4	u	-24%	-17%	5%	-28%
Cc1cc(C)cc(C(=O)NCCN2CCOCC2)c1	0	-1%	1	-11	12%	3%	15%	-1%	11%
CCCCOc1ccc(C2/C(=C(\O)c3ccc4c(c3)OCCO4)C(=O)C(=O)N2CCCN2CCOCC2)cc1 (stereo not given)	3	7%	-24	-4	14%	-21%	-4%	-5%	-12%
COc1cc2ccccc2cc1C(=O)N(CCN(C)C)c1nc2c(OC)ccc(OC)c2s1	-16	u	-53*	5	u	u	13%	-5%	16µM*
Cc1nnc(NC(=O)CC(CN(C)S(=O)(=O)c2ccccc2)c2ccccc2)s1 (stereo not given)	1	-4%	6	u	-7%	5%	-21%	5%	2%
Cc1cccc(C)c1-n1c(C)nn(CC#N)c1=O	-3	0%	15	-16	14%	2%	6%	3%	9%
O=C(NCCCN1CCOCC1)C(C(=O)NCCCN1CCOCC1)c1ncc(C(F)(F)F)cc1Cl	-9	-17%	4	-14	-4%	-3%	-12%	-1%	-10%

Screening data deposited in PubChem BioAssay by National Center for Advancing Translational Sciences (NCATS).
